# SNCA viab count – counter-screen for SNCA expression inhibitors: cell viability; hit rate 0.12% among 150,000; HEK-293-SNCA-luc viability, GF-AFC fluorescence, 24 h; AID 1671193; Potency, µM (top dose mostly 57.1 µM), for the others: at the top dose activity change, negative = cytotoxicity, usual class: cytotoxic;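 note: 0% = DMSO-treated cells and -100% = medium-only wells without cells; nearly all actives have a fitted effect of over 30% in size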
#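 HEK-293-SNCA-luc cells (1500/well) plated 24 h, then exposed 24 h to a dilution series; GF-AFC added 30 min at 37C, fluorescence 405/540 nm; normalised to medium-only and DMSO wells, Hill fit.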
# SNCA expr inhib – reduces expression of the alpha-synuclein gene | Potency, µM (highest dose often 57.2 µM), without a hit: at the highest dose activity change, negative = inhibition, actives largely listed as inhibitors | HEK-293 SNCA-luciferase knock-in, luminescence, 24 h | hit rate 0.17% among 140,000;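 note: plate controls were DMSO cells for no effect and cell-free wells for full effect; nearly all actives have a fitted effect of over 45% in size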
# The depositor's hits bear a star; ? = inconclusive; [ ] = dose if it differs, or a comment. Calls come from the whole dose curve; as a rule, active = well fitted curve in the direction sought with a large enough effect; inconclusive = small, poorly fitted or top-dose-only effect, or another doubt; inactive = no such curve, though single readings can be large; an effect the other way counts as inactive or inconclusive. Potency is the fitted concentration of half-maximal effect. Some of the compounds tested (hit frequency here may not be typical).
SMILES: COc1cccc(-c2ccc3ncnc(N4CCN(C)CC4)c3c2)c1
  SNCA viab count: -11%
  SNCA expr inhib: -4%
SMILES: N#Cc1ccccc1-c1ccc2ncnc(NCCN3CCOCC3)c2c1
  SNCA viab count: 3%
  SNCA expr inhib: -6%
SMILES: O=C(c1ccco1)N1CCC[C@@]2(CCN(c3ncccn3)C2)C1
  SNCA viab count: -4%
  SNCA expr inhib: -5%
SMILES: COc1cccc(Nc2ncc3ncc(=O)n(C)c3n2)c1
  SNCA viab count: 12%
  SNCA expr inhib: -20%
SMILES: O=C(c1cccc(F)c1)N1CCC2(CCCN(Cc3cc(C(F)(F)F)cc(C(F)(F)F)c3)C2)CC1
  SNCA viab count: -3%
  SNCA expr inhib: -7%
SMILES: FC(F)(F)c1ccccc1-c1cncnc1NCCN1CCOCC1
  SNCA viab count: -1%
  SNCA expr inhib: -16%
SMILES: COCCn1c(=O)c(-c2cccs2)nc2cncnc21
  SNCA viab count: 12%
  SNCA expr inhib: -5%
SMILES: CN1CCN(c2cc(-c3ccccc3Cl)ncn2)CC1
  SNCA viab count: -2%
  SNCA expr inhib: 17%
SMILES: COc1ccc(CNc2ccnc(-c3ccc(N(C)C)cc3)n2)c(OC)c1
  SNCA viab count: -29%
  SNCA expr inhib: 10%
SMILES: COC(=O)N1CCC2(CCCN(C(c3ccccc3)c3ccccc3)C2)CC1
  SNCA viab count: -12%
  SNCA expr inhib: -2%

SMILES: CN(C)c1ncc2ncc(=O)n(C[C@H]3CCCO3)c2n1
  SNCA viab count: -28%
  SNCA expr inhib: 28%
SMILES: COCC(=O)N1CCC2(CCCN(Cc3ccc(C#N)cc3)C2)CC1
  SNCA viab count: -8%
  SNCA expr inhib: -1%
SMILES: O=c1c(-c2ccccc2)nc2cnc(N3CCOCC3)nc2n1Cc1cccs1
  SNCA viab count: ?
  SNCA expr inhib: -2%
SMILES: COC(=O)N1CCC2(CCN(Cc3ccccc3)CC2)CC1
  SNCA viab count: -8%
  SNCA expr inhib: 22%
SMILES: CN(C)C(=O)c1ccc(-c2cncnc2NCc2ccccc2)cc1
  SNCA viab count: -9%
  SNCA expr inhib: -17%
SMILES: c1cncc(-c2nc(NCc3cccs3)c3ccccc3n2)c1
  SNCA viab count: -9%
  SNCA expr inhib: -3%
SMILES: Cc1ccccc1-c1nc(N2CCOCC2)c2ccccc2n1
  SNCA viab count: -6%
  SNCA expr inhib: -5%
SMILES: O=C(Nc1ccccc1)N1CCCC2(CCN(C(=O)c3cc(C(F)(F)F)cc(C(F)(F)F)c3)CC2)C1
  SNCA viab count: 1%
  SNCA expr inhib: 30%
SMILES: COC(=O)N1CCC2(CC1)CN(c1cccc(-c3ccccc3)c1)C2
  SNCA viab count: 3%
  SNCA expr inhib: -6%
SMILES: COc1ccccc1-c1cncnc1NCc1ccccc1
  SNCA viab count: -3%
  SNCA expr inhib: -4%

# For reference, some entries already given:
SMILES: O=C(Nc1ccccc1)N1CCCC2(CCN(C(=O)c3cc(C(F)(F)F)cc(C(F)(F)F)c3)CC2)C1
  SNCA viab count: 1%
  SNCA expr inhib: 30%
SMILES: COC(=O)N1CCC2(CC1)CN(c1cccc(-c3ccccc3)c1)C2
  SNCA viab count: 3%
  SNCA expr inhib: -6%

# More structures.
SMILES: CN1CCN(c2ncc3nc(-c4cccs4)c(=O)n(C[C@H]4CCCO4)c3n2)CC1
  SNCA viab count: ?
  SNCA expr inhib: 39%[activator]
SMILES: N#Cc1ccccc1-c1cncnc1NCc1cccnc1
  SNCA viab count: -7%
  SNCA expr inhib: -4%
SMILES: c1ccc(-c2cccc(N3CCC4(CCNCC4)CC3)c2)cc1
  SNCA viab count: ?
  SNCA expr inhib: -16%
SMILES: Clc1ccccc1-c1nc(-n2ccnc2)c2ccccc2n1
  SNCA viab count: ?
  SNCA expr inhib: -17%
SMILES: COc1ccc(-n2c(=O)c(C)nc3cnc(Oc4cccc(Cl)c4)nc32)cc1
  SNCA viab count: -4%
  SNCA expr inhib: -4%
SMILES: COCCn1c(=O)c(-c2ccc(OC)cc2)nc2cnc(Nc3cccc(OC)c3)nc21
  SNCA viab count: ?
  SNCA expr inhib: ?
SMILES: Clc1ccccc1-c1ccc2ncnc(NC3CCNCC3)c2c1
  SNCA viab count: -5%
  SNCA expr inhib: 29%
SMILES: Cc1ccccc1-c1cncnc1Nc1ccc(F)cc1
  SNCA viab count: -11%
  SNCA expr inhib: 4%
SMILES: Cc1noc(C)c1C(=O)N1CCC2(CCCN(C(=O)Nc3ccccc3)C2)CC1
  SNCA viab count: 8%
  SNCA expr inhib: -12%
SMILES: COc1cccc(Cn2c(=O)c(-c3cn(C)c4ccccc34)nc3cncnc32)c1
  SNCA viab count: 13%
  SNCA expr inhib: -13%

SMILES: N#Cc1cccc(NC(=O)N2CC[C@@]3(CCCN(C(=O)c4ccncc4)C3)C2)c1
  SNCA viab count: 10%
  SNCA expr inhib: -9%
SMILES: Cc1noc(C)c1-c1cc(N(C)C)ncn1
  SNCA viab count: 8%
  SNCA expr inhib: 13%
SMILES: Cc1nc2cnc(N(C)C)nc2n(-c2ccccc2)c1=O
  SNCA viab count: -9%
  SNCA expr inhib: 50%[activator]
SMILES: COc1cccc(Nc2ncc3nc(-c4ccc(F)cc4)c(=O)n(C[C@H]4CCCO4)c3n2)c1
  SNCA viab count: ?
  SNCA expr inhib: 12%
SMILES: COCC(=O)N1CCC2(CCCN(C(=O)Nc3ccccc3)C2)CC1
  SNCA viab count: -5%
  SNCA expr inhib: -6%
SMILES: N#Cc1cccc(-c2nc(N3CCNCC3)c3ccccc3n2)c1
  SNCA viab count: 0%
  SNCA expr inhib: -23%
SMILES: Cc1nc2cnc(Nc3ccccc3)nc2n(C2CC2)c1=O
  SNCA viab count: -7%
  SNCA expr inhib: 19%
SMILES: CN1CCN(c2ncc3nc(-c4ccc(Cl)cc4)c(=O)n(Cc4ccc(F)cc4)c3n2)CC1
  SNCA viab count: ?
  SNCA expr inhib: -14%
SMILES: c1cn(-c2ccnc(-c3ccc4c(c3)OCO4)n2)cn1
  SNCA viab count: -9%
  SNCA expr inhib: 127%[activator]
SMILES: O=C(c1cc(C(F)(F)F)cc(C(F)(F)F)c1)N1CCC2(CCCN(c3ccccc3)C2)CC1
  SNCA viab count: 5%
  SNCA expr inhib: 18%

SMILES: Cn1cccc1C(=O)N1CCC2(CC1)CN(Cc1cc(C(F)(F)F)cc(C(F)(F)F)c1)C2
  SNCA viab count: 0%
  SNCA expr inhib: 13%
SMILES: CN(C)c1ncc2nc(-c3ccc(Cl)cc3)c(=O)n(C)c2n1
  SNCA viab count: 21%
  SNCA expr inhib: 141%[activator]
SMILES: CN1CCN(c2ncc3nc(-c4ccc(F)cc4)c(=O)n(C4CC4)c3n2)CC1
  SNCA viab count: ?
  SNCA expr inhib: 9%
SMILES: O=C(c1csnn1)N1CCC2(CCCN(C(c3ccccc3)c3ccccc3)C2)CC1
  SNCA viab count: -11%
  SNCA expr inhib: -12%
SMILES: Cn1c(=O)c(-c2cccs2)nc2cncnc21
  SNCA viab count: ?
  SNCA expr inhib: 20%
SMILES: COCCn1c(=O)c(-c2ccc(Cl)cc2)nc2cnc(N(C)C)nc21
  SNCA viab count: ?
  SNCA expr inhib: 36%[activator]
SMILES: O=C(Nc1cccc(F)c1)N1CCCC2(CCN(C(=O)c3ccco3)CC2)C1
  SNCA viab count: -17%
  SNCA expr inhib: 7%
SMILES: CN(C)c1ncc2nc(-c3ccc(Cl)cc3)c(=O)n(Cc3ccc(F)cc3)c2n1
  SNCA viab count: 4%
  SNCA expr inhib: ?
SMILES: FC(F)(F)c1ccccc1-c1nccc(-n2ccnc2)n1
  SNCA viab count: 5%
  SNCA expr inhib: -3%
SMILES: COc1ccc(Oc2ncc3nc(-c4cccc(C#N)c4)c(=O)n(CCC#N)c3n2)cc1
  SNCA viab count: -17%
  SNCA expr inhib: -28%

# Looked up above:
# COc1cccc(-c2ccc3ncnc(N4CCN(C)CC4)c3c2)c1 | SNCA viab count = -11%
# COc1ccccc1-c1cncnc1NCc1ccccc1 | SNCA expr inhib = -4%

# Of the compounds above, 6 have sulfur.
SMILES: COCCn1c(=O)c(-c2cccs2)nc2cncnc21
  SNCA viab count: 12%
  SNCA expr inhib: -5%
SMILES: O=c1c(-c2ccccc2)nc2cnc(N3CCOCC3)nc2n1Cc1cccs1
  SNCA viab count: ?
  SNCA expr inhib: -2%
SMILES: c1cncc(-c2nc(NCc3cccs3)c3ccccc3n2)c1
  SNCA viab count: -9%
  SNCA expr inhib: -3%
SMILES: CN1CCN(c2ncc3nc(-c4cccs4)c(=O)n(C[C@H]4CCCO4)c3n2)CC1
  SNCA viab count: ?
  SNCA expr inhib: 39%[activator]
SMILES: O=C(c1csnn1)N1CCC2(CCCN(C(c3ccccc3)c3ccccc3)C2)CC1
  SNCA viab count: -11%
  SNCA expr inhib: -12%
SMILES: Cn1c(=O)c(-c2cccs2)nc2cncnc21
  SNCA viab count: ?
  SNCA expr inhib: 20%

# New compounds follow.
SMILES: CN(C)Cc1ccccc1-c1cc(Nc2ccccc2)ncn1
  SNCA viab count: -4%
  SNCA expr inhib: -2%
SMILES: CC(=O)NCCNc1cc(-c2ccccc2C)ncn1
  SNCA viab count: -3%
  SNCA expr inhib: 2%
SMILES: COc1ncc2ncc(=O)n(Cc3ccc(F)cc3)c2n1
  SNCA viab count: -9%
  SNCA expr inhib: ?
SMILES: CC(=O)N1CCC2(CCCN(c3cccc(-c4ccccc4)c3)C2)CC1
  SNCA viab count: 0%
  SNCA expr inhib: 23%
SMILES: CCNc1ncc2nc(-c3cc(F)cc(F)c3)c(=O)n(C3CC3)c2n1
  SNCA viab count: ?
  SNCA expr inhib: 19%
SMILES: O=c1c(-c2cccc(Cl)c2)nc2cncnc2n1C1CC1
  SNCA viab count: -6%
  SNCA expr inhib: -6%
SMILES: CCNc1ncc2nc(-c3cn(C)c4ccccc34)c(=O)n(CCC#N)c2n1
  SNCA viab count: ?
  SNCA expr inhib: 22%
SMILES: N#Cc1ccccc1-c1nc(NCCN2CCOCC2)c2ccccc2n1
  SNCA viab count: -7%
  SNCA expr inhib: 45%[activator]
SMILES: COc1ccc(-n2c(=O)c(-c3cccs3)nc3cnc(N(C)C)nc32)cc1
  SNCA viab count: ?
  SNCA expr inhib: 2%
SMILES: COc1ncc2nc(-c3cccs3)c(=O)n(CCC#N)c2n1
  SNCA viab count: ?
  SNCA expr inhib: 18%

SMILES: COCCNc1ncnc2ccc(-c3ccccc3C(F)(F)F)cc12
  SNCA viab count: -19%
  SNCA expr inhib: -10%
SMILES: COc1ccc(-n2c(=O)c(-c3cccc(C#N)c3)nc3cnc(N4CCNCC4)nc32)cc1
  SNCA viab count: 11%
  SNCA expr inhib: -8%
SMILES: Cn1cccc1C(=O)N1CCC[C@@]2(CCN(C(=O)Nc3cccc(C#N)c3)C2)C1
  SNCA viab count: 0%
  SNCA expr inhib: -9%
SMILES: CC(=O)N1CCC2(CC1)CN(c1ccccn1)C2
  SNCA viab count: ?
  SNCA expr inhib: -14%
SMILES: CS(=O)(=O)N1CCC2(CCN(c3cccc(-c4ccccc4)c3)CC2)CC1
  SNCA viab count: 5%
  SNCA expr inhib: 15%
SMILES: Cc1noc(C)c1-c1cc(NCc2cccs2)ncn1
  SNCA viab count: -9%
  SNCA expr inhib: 0%
SMILES: COc1ccc(Oc2ncc3nc(-c4cccs4)c(=O)n(Cc4cccs4)c3n2)cc1
  SNCA viab count: ?
  SNCA expr inhib: 14%
SMILES: O=C(c1cccc(F)c1)N1CCC2(CC1)CN(c1ccc(-c3ccccc3)cc1)C2
  SNCA viab count: -3%
  SNCA expr inhib: -7%
SMILES: COCCNc1ncnc2ccc(-c3ccccc3OC)cc12
  SNCA viab count: 1%
  SNCA expr inhib: -2%
SMILES: COCCn1c(=O)c(C)nc2cnc(OC)nc21
  SNCA viab count: -11%
  SNCA expr inhib: 28%
SMILES: COC(=O)N1CCC2(CC1)CCN(c1ccccn1)CC2
  SNCA viab count: -1%
  SNCA expr inhib: 16%
